# D2 agonist: D2 dopamine receptor (human) agonism. P14416. HEK293 T-REx D2 cells, calcium flux agonist mode. activation, % at 2 µM. 340,000 compounds, 0.53% hits. AID 485358;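 active = activation over 3 SD above normal in the single-dose calcium agonist read, cut at about 30% in these data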; note: 0% is about no effect
# Target sequence (P14416 whole entry, looked up): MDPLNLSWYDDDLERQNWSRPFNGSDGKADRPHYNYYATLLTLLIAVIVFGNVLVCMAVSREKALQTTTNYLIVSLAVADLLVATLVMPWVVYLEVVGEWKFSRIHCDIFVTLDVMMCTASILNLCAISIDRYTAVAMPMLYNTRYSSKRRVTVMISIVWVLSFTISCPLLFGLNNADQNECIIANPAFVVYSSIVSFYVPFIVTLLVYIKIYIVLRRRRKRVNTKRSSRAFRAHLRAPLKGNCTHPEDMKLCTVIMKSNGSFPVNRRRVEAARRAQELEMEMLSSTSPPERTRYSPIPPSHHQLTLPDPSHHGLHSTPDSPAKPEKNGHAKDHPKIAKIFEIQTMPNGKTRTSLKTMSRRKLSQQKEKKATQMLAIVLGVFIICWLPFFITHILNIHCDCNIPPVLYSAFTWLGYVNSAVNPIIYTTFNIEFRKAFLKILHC
#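 HEK293 Trex D2 cells, tetracycline-induced, o/n 30 C 5% CO2; no-wash Ca dye, RT 30–90 min; 10-cycle baseline, 23 nl cpd added, kinetic Ca read 180 s; agonist hits = positive Ca response.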
# RXFP1 antag: antagonists of human relaxin receptor RXFP1. Q9HBX9. HEK293-RXFP1, relaxin-stimulated cAMP HTRF, 30 min; stronger effect = lower value. activity change, negative = inhibition, % at 57.5 µM. 350,000 compounds, 0.59% hits. AID 1259400;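 active = activity change of -60% or lower, but not beyond a set lower limit; inconclusive = change between -60% and -40%, or beyond the set limit; inactive = change above -40%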; note: % is set by controls: 0 for no effect and ±100 for the full control effect
# D1 antagonist: antagonists of human D1 dopamine receptor; HEK293 TREx D1 cells, calcium flux, dopamine EC80; stronger effect = lower value; activity change, negative = inhibition, % at 10 µM; 360,000 compounds, 3.2% hits; in the data active = activity change below about -30%; note: % is set by controls: 0 for no effect and ±100 for the full control effect
#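 HEK293 T-REx cells expressing inducible, force-coupled D1 receptor; no-wash Ca dye, 30–90 min RT. Cmpd → 180 s read at 1 Hz → EC80 DA → 180 s read.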
# TRHR enhancer: allosteric enhancers of human TRH receptor; P34981; 360,000 compounds, 0.66% hits; enhancement, % at 2 µM; TRHR cells, fluo-8 calcium fluorescence, EC20 TRH enhancement; in the data active = enhancement above about 30%; note: 0% is about no effect
# Target sequence (P34981 whole entry, looked up): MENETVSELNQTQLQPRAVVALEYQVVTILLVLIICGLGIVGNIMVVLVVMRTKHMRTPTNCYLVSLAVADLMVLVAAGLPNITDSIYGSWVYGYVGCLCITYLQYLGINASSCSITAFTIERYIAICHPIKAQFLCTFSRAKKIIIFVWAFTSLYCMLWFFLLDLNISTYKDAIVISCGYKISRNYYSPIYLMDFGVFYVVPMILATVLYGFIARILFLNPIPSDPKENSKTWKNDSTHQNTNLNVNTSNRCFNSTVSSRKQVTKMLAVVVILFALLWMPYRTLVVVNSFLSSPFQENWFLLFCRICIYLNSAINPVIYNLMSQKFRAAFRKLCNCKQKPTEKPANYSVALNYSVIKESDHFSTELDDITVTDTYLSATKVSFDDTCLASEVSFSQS
#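 Enhancer read-out: after compound pinning and an initial kinetic agonist-mode read, an EC20 of TRH (10 nM final) was injected and fluo-8 calcium signal (Ex 480/Em 530) followed at 1 s/cycle for 100 cycles in TRHR-expressing cells.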
# D1 PAM: potentiators of human D1 dopamine receptor. HEK293 TREx D1 cells, calcium flux, dopamine EC20 potentiation. 360,000 compounds, 0.036% hits. P21728. potentiation, % at 10 µM; in the data active = potentiation above about 30%; note: 0% is about no effect
# D2 potentiator: positively modulates the human D2 dopamine receptor allosterically; P14416; HEK293 T-REx D2, calcium flux, EC20 dopamine potentiation; potentiation, % at 10 µM; 340,000 compounds, 0.34% hits;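 active = potentiation over 3 SD above the plate norm, cut at about 30% in these data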; note: 0% is about no effect
#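 Calcium flux readout, no-wash dye, 1 read/s. Inducible HEK293 Trex D2 line, overnight 30 C. Compound alone 180 s (agonist flags), then EC20 dopamine, another 180 s to score potentiation.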
# RXFP1 ag: RXFP1 (human) receptor agonism; AID 2676; HEK293T-RXFP1 cAMP TR-FRET, 30 min; response scale: percent of porcine relaxin response, buffer zero; Potency, µM (doses to about 57.5 µM), inactives show at the highest dose activation, hits mostly activators; Q9HBX9; 370,000 compounds, 0.3% hits; active = well fitted activation curve with a large enough effect; inconclusive = small, poorly fitted or top-dose-only effect; note: potency is the fitted concentration of half-maximal effect; % is set by controls: 0 for no effect and ±100 for the full control effect; nearly all actives have a fitted effect of over 60% in size; many of its hits are not listed in these tables
#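 HEK293T cells stably expressing RXFP1 were pretreated with the PDE4 inhibitor Ro 20174, exposed to compounds for 30 min at 37C, lysed, and cAMP was read by TR-FRET. Data normalized to buffer (basal) and 29 nM porcine relaxin (100%).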
# D2 antag: antagonists of human D2 dopamine receptor | P14416 | HEK293 TREx D2 cells, calcium flux, dopamine EC80 | inhibition, % at 10 µM | AID 485344 | 340,000 compounds, 2% hits; in the data active = inhibition above about 30%; note: 0% is about no effect
#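 Calcium flux kinetic readout in an inducible HEK293 TREx D2 line plated overnight at 30 C. After 180 s compound exposure, an EC80 dopamine challenge follows with another 180 s kinetic read to detect antagonism.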
# D1 ag: activates the human D1 dopamine receptor; HEK293 T-REx D1 cells, calcium flux, agonist mode; P21728; activation, % at 2 µM; 360,000 compounds, 1% hits; in the data active = activation above about 30%; note: 0% is about no effect
#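 Tetracycline-induced HEK293 TREx D1 cells, force-coupled to calcium signalling, were dye-loaded with a no-wash calcium kit. Compound was pin-added after a 10 s baseline. Fluorescence was read kinetically at 1 cycle/s for 180 s, with calcium rises flagged as agonism.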
# Numbers without * were called inactive; ? = inconclusive; · = no result given; & = joins results of further samples.
SMILES,D2 agonist,RXFP1 antag,D1 antagonist,TRHR enhancer,D1 PAM,D2 potentiator,RXFP1 ag,D2 antag,D1 ag
O=C(c1cccs1)N1CCCC(N2CCN(c3ccc(F)cc3)CC2)C1 (configuration not stated),0.2,1.3,-8.8,7.5,-0.7,5.7,1.6%,-4.9,2.1
CCc1noc(C)c1C(=O)Nc1cc(S(=O)(=O)N2CCOCC2)ccc1OCC(F)(F)F,-0.3,6.3,1.3,3.7,2.0,-2.2,2.2%,13.9,1.9
CCn1ccc2c(OCC(=O)NCc3ccc(C)cc3)cccc2c1=O,0.0,·,·,2.2,3.0,-0.5,2.3%,·,-4.6
Cc1cccc2cc(CN(Cc3ccccc3)C(=S)NCCCN(C)C)c(=O)[nH]c12,0.8,-10.1,5.4,0.8,-4.0,-9.6,5.0%,5.1,3.1
CC(C)c1onc(C(=O)NCc2ccccc2)c1[N+](=O)[O-],-1.4,1.8,1.9,2.8,-4.6,-6.2,2.1%,6.9,3.8
Cc1ccc(NC(=O)c2oc3ccc(S(=O)(=O)N4CCOCC4)cc3c2C)cc1C,·,10.4,-9.7,-7.0,-1.2,-3.1,7.3%,·,0.4
O=C(Nc1cccc(Cl)c1)Nc1ccccc1C(=O)NCc1ccco1,-1.8,-4.3,7.9,3.9,4.8,17.8,-0.7%,8.7,8.3
Nc1nc(N)c(C=Nc2ccc(Br)cc2)c(Nc2ccc(Br)cc2)n1,·,8.9,39.1,5.4,10.8,·,-4.4%,·,8.5
CCOC(=O)N1CCC(Nc2ccc(N3C(=O)C4CCCCC4C3=O)cc2[N+](=O)[O-])CC1 (configuration not stated),-1.2,2.5,11.1,18.8,1.0,3.1,2.5%,16.3,4.9
CCOC(=O)c1ccc(-n2c(-c3ccc(C)cc3)c(C)n3c4c(=O)n(C)c(=O)n(C)c4nc23)cc1,·,·,-5.8,0.5,0.0,-2.9,1.4%,·,-0.4
O=C(c1cc2ccccn2n1)N1CCN(c2cccc(C(F)(F)F)c2)CC1,·,6.3,-15.0,-0.2,-0.9,·,4.3%,·,3.9
O=C(COC(=O)c1ccccc1-c1nc2ccccc2s1)Nc1ccccc1C(F)(F)F,0.3,3.7,-9.8,6.6,1.2,6.6,1.0%,5.7,0.4
COc1ccc(CCNS(=O)(=O)c2ccc(-c3ccc(=O)[nH]n3)o2)cc1OC,1.6,-15.4,1.2,17.2,6.0,-3.5,3.9%,14.6,0.0
COc1ccc(C2N(C(=O)C(F)(F)F)C(C)CN2S(=O)(=O)c2ccc(C)cc2)cc1 (configuration not stated),0.7,1.1,-6.5,-7.6,-6.8,-8.6,-0.7%,34.8*,8.2
COCCNC(=O)CN1CCOc2ccccc21,-0.1,-3.4,11.2,2.7,1.4,3.9,0.1%,-4.9,0.6
COc1ccc(-c2cc(C(=O)OC3CCOC3=O)c3ccccc3n2)cc1OC (configuration not stated),0.0,6.6,-4.5,8.3,-3.0,13.6,5.9%,4.1,-0.1
O=C(Nc1ccccc1Cl)N1CCN(c2ccc3nncn3n2)CC1,1.0,·,2.7,5.3,·,-1.9,2.8%,27.1,-0.3
Cc1ccccc1C(=O)OCc1cc(=O)n2nc(C(C)C)sc2n1,-0.6,-11.8,-27.9,2.1,0.0,-0.7,1.0%,·,2.7
CCc1ccc(S(=O)(=O)/N=C2\C=C(Nc3ccc(O)cc3)C(=O)c3ccccc32)cc1,-2.3,-2.9,-2.9,-4.9,-5.5,-23.3,-11.0%,-1.7,8.1
C#CCSc1nc2sc3c(c2c(=O)n1-c1cccc(OC)c1)CCN(C(C)=O)C3,0.2,·,2.7,-0.1,1.4,10.0,7.6%,·,2.4
Cc1cc(C)n2ncc(C(=O)NC3CCCCC3)c2n1,-0.5,-3.6,-10.5,-11.6,-2.7,0.7,0.9%,-1.3,-1.7
COCCN(C(=O)CCC(=O)Nc1nccs1)C(C(=O)NCCC(C)C)c1ccc(F)cc1 (configuration not stated),0.1,6.5,-6.8,7.4,-6.5,0.0,3.2%,-14.4,3.5
COC(=O)CSC1=NS(=O)(=O)c2ccccc21,0.4,-3.0,-4.5,39.2*,-3.8,3.2,2.4%,6.8,3.4
O=C(CCCC(=O)N(CC(=O)NC1CCCC1)Cc1ccccc1Cl)Nc1ccccn1,0.7,-14.5,-6.2,-3.4,-4.7,1.5,1.0%,-12.1,0.1
COC(CN(C)S(=O)(=O)c1cc2c3c(c1)CCN3C(=O)CC2)OC,0.2,26.0,1.2,-8.9,-3.2,9.6,1.5%,7.6,-0.7

# One compound at a time, from the list above. Values in the order: D2 agonist | RXFP1 antag | D1 antagonist | TRHR enhancer | D1 PAM | D2 potentiator | RXFP1 ag | D2 antag | D1 ag
# C#CCSc1nc2sc3c(c2c(=O)n1-c1cccc(OC)c1)CCN(C(C)=O)C3 reads 0.2 | · | 2.7 | -0.1 | 1.4 | 10.0 | 7.6% | · | 2.4
# O=C(c1cccs1)N1CCCC(N2CCN(c3ccc(F)cc3)CC2)C1 (configuration not stated) reads 0.2 | 1.3 | -8.8 | 7.5 | -0.7 | 5.7 | 1.6% | -4.9 | 2.1
# COC(=O)CSC1=NS(=O)(=O)c2ccccc21 reads 0.4 | -3.0 | -4.5 | 39.2* | -3.8 | 3.2 | 2.4% | 6.8 | 3.4
# CCc1noc(C)c1C(=O)Nc1cc(S(=O)(=O)N2CCOCC2)ccc1OCC(F)(F)F reads -0.3 | 6.3 | 1.3 | 3.7 | 2.0 | -2.2 | 2.2% | 13.9 | 1.9
# CCOC(=O)N1CCC(Nc2ccc(N3C(=O)C4CCCCC4C3=O)cc2[N+](=O)[O-])CC1 (configuration not stated) reads -1.2 | 2.5 | 11.1 | 18.8 | 1.0 | 3.1 | 2.5% | 16.3 | 4.9

# (further entries)
SMILES,D2 agonist,RXFP1 antag,D1 antagonist,TRHR enhancer,D1 PAM,D2 potentiator,RXFP1 ag,D2 antag,D1 ag
CCC1CCc2sc(C(=O)NC3CCN(Cc4ccccc4)CC3)cc2C1 (configuration not stated),0.7,?,8.7,4.6,-5.3,-2.0,-0.7%,76.8*,14.2
COc1ccc(NC(=S)N(Cc2ccc(Cl)cc2)Cc2ccc(C(=O)O)cc2)cc1Cl,-0.4,-3.5,-12.7,0.6,1.8,3.6,-2.3%,-1.0,0.1
COc1ccccc1N(C)S(=O)(=O)c1ccc(C(=O)OCC(=O)NCc2ccco2)cc1,0.6,-3.1,-13.4,-10.4,-1.6,-7.7,-1.3%,1.9,1.5
O=C(O)c1n[nH]nc1-c1ccccc1,0.1,-9.7,8.7,7.4,-2.2,1.2,-0.6%,-11.1,0.7
COc1cccc(NC(=O)Nc2cccs2)c1,-0.7,-8.9,-9.9,6.5,-3.4,9.0,-0.8%,13.2,6.6
O=C(NCCc1ccccc1)c1ccccc1NC(=O)C1CC=CCC1C(=O)O (configuration not stated),0.5,29.3,-3.2,-2.4,-8.7,1.0,1.2%,-0.1,3.7
Cc1ccc(C(=O)OC(C)CN2CCOCC2)cc1 (configuration not stated),-0.7,7.3,13.6,2.2,-0.8,-15.1,0.3%,12.8,2.6
CCOC(=O)C1=C(Nc2ccccc2)CC(C)(O)C(C(=O)OCC)C1c1ccc(Br)cc1 (configuration not stated),-0.4,-8.5,3.3,-8.8,-1.6,-1.6,0.2%,23.9,4.9
O=C(Cc1ccccc1)NN1C(=O)/C(=C/c2ccccc2C(=O)O)SC1=S,-0.8,-1.1,-22.6,-6.8,-3.5,-1.9,-0.3%,30.7*,2.2
Cc1cc(C)n2nc(SC3CCCCN(C(=O)c4ccc(F)cc4)C3=O)nc2n1 (configuration not stated),-0.8,-4.6,-16.6,-11.2,-5.6,-0.1,4.6%,11.6,2.2
CC1(C)Oc2ccc3ccc(=O)oc3c2/C(=C/NNC(N)=S)C1=O,1.5,?,7.3,5.2,-2.2,-13.0,5.4%,-16.1,9.7
CC1=CC(C)(C)N(C(=O)CCl)c2cc(C)ccc21,0.8,-8.1,19.0,-7.4,-8.4,-1.1,2.4%,6.6,3.9
Cc1ccc(Nc2c(-c3ccccc3O)nc3cnccn23)cc1,-0.4,-14.8,-3.1,2.1,-5.8,13.9,3.3%,1.9,-0.2
COc1ccc(S(=O)(=O)NC2CC(=O)N(c3ccc(C)c(C)c3)C2)cc1 (configuration not stated),-0.2,-8.8,-14.4,0.1,-3.0,-9.1,0.4%,-5.6,17.3
Fc1cc(Cl)ccc1NC1=NCCCCC1,-0.3,14.6,6.1,1.7,-8.3,-9.4,-1.4%,-12.6,1.9
O=C(Nc1ccc2c(c1)OCO2)c1cnc2n(c1=O)CCS2,0.1,19.7,-10.5,-1.0,1.6,3.6,0.9%,10.1,-1.9
COc1cccc(OCCOc2c(OC)cccc2OC)c1,0.2,-12.4,-23.9,0.7,-4.0,3.4,1.2%,-6.6,2.0
CCN(C(=O)c1cn(CC)c(=O)c2cc(OC)c(OC)cc12)c1ccccc1F,-0.6,·,3.7,19.7,0.0,10.2,-0.1%,·,-0.2
C/C=C/c1ccc(OCC(=O)Nc2cc(Cl)ccc2-n2cncn2)c(OC)c1,-0.4,3.3,15.4,-1.7,-3.4,-8.0,-1.3%,20.4,4.5
CSC1=NCCN1C(=O)C12CC3CC(CC(C3)C1)C2,4.2,-25.3,10.1,-3.9,-4.3,7.7,0.0%,8.0,0.5
O=C(COC(=O)Cc1ccc(F)cc1)NC1CCCCC1,0.2,2.9,-13.2,-1.0,4.0,-0.9,0.0%,24.4,-0.5
CCn1c(C(=O)NCc2cc(Br)ccc2OC)cc2oc3ccccc3c21,0.1,-7.8,19.5,2.3,-2.5,26.0,0.0%,·,0.9
CCOC(=O)c1c(N)nn(C(=O)C(C)C)c1-c1ccccc1,1.8,·,7.4,0.8,-1.4,5.0,-0.8%,-7.1,3.4
Cc1ccc(OCCC(=O)Nc2ccc(F)c(F)c2)cc1,-0.9,10.2,-16.9,1.9,-1.2,-5.4,-0.5%,-0.8,5.3
CC(=O)c1ccc(-n2c(CCC(=O)O)ccc2-c2ccccc2)cc1,0.4,-10.7,10.2,1.7,-3.6,9.0,-0.4%,0.9,1.8
CCCN(C(=O)CCNC(=O)Cn1cnc2ccccc2c1=O)c1cccc(C)c1,-1.2&-1.4,2.3,-17.9&-8.9,16.4&-7.7,-5.5&1.8,-5.0&-1.7,-0.1%&3.7%,-3.4,3.9&-3.2
COc1cccc(C(C)NC(=O)Nc2ccccc2Cl)c1 (configuration not stated),-1.0,-2.8,4.4,11.5,-5.0,13.3,0.5%,-19.6,29.2

# Not all compounds are listed (hit frequency here may not be typical).
